Tb PYK inh – inhibitors of Trypanosoma brucei pyruvate kinase; Q57TT1; TbPYK enzyme, Kinase-Glo Plus ATP luminescence, 45 min; Potency, µM (highest dose often 76.8 µM), without a hit: at the top dose activity, negative = inhibition, hits mostly inhibitors; 410,000 tested, 0.12% active; AID 624173; note: potency is the fitted concentration of half-maximal effect; % is set by controls: 0 for no effect and ±100 for the full control effect; nearly all actives have a fitted effect of over 50% in size
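Quantitative HTS: titrated library compounds versus trypanosomal pyruvate kinase in TEA buffer (pH 7.2) containing KCl, MgCl2, BSA and Tween-20. Reactions were initiated with ADP, 130 uM final. Kinase-Glo Plus luminescence was read after 45 min at RT.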
LmPK inh – LmPK (Leishmania mexicana) enzyme inhibition. purified LmPK, Kinase-Glo ATP luminescence, 1 h. Potency, µM (top dose mostly 57.5 µM), for the others: at the top dose activity change, negative = inhibition, most hits filed as inhibitors. 290,000 tested, 0.37% active. AID 1721; note: potency is the fitted concentration of half-maximal effect; % is set by controls: 0 for no effect and ±100 for the full control effect
Target sequence (Q27686 whole entry, looked up): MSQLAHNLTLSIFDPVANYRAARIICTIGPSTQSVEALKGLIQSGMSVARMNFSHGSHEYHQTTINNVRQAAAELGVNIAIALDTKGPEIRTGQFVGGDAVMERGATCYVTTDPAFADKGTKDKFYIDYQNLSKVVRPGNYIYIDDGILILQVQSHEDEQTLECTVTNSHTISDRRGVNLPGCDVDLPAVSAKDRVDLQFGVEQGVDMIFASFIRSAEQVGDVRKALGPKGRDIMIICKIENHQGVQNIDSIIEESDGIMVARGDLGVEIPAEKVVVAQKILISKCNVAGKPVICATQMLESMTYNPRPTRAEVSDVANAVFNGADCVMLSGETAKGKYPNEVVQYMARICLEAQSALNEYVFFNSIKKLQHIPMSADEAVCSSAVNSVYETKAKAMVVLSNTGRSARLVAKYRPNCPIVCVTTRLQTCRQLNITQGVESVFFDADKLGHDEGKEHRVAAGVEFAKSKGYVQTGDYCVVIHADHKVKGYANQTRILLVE
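Pyruvate kinase activity monitored as ATP production (luciferase luminescence). Conditions: 0.1 nM enzyme, 0.5 mM PEP, 0.1 mM ADP, 1 h, RT; normalized against uninhibited and no-enzyme wells.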
Pf growth 96h – inhibits malaria parasite growth, 96 h; P. falciparum luciferase reporter growth, 96 h; Potency, µM (series often up to 28.7 µM), inactives show at the highest dose activity change, negative = inhibition, hits mostly inhibitors; 320,000 tested, 6.9% active; note: potency is the fitted concentration of half-maximal effect; % is set by controls: 0 for no effect and ±100 for the full control effect
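Compounds incubated with erythrocytes infected by luciferase-expressing P. falciparum (2% hematocrit, 0.05% parasitemia final) for 96 hours, 37 C in 5% CO2. Growth inhibition scored as decreased luciferase luminescence.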
Shiga inhibitor – inhibitors of Shiga toxin in Vero cells; inhibition, % at 38.7 µM; Vero cells, Shiga toxin protein synthesis inhibition reporter; 290,000 tested, 9.2% active; AID 2315; in the data active = inhibition mostly above about 28%, no sharp cut-off; inactive = mostly below about 43%; note: 0% is about no effect
Pf growth 48h – inhibits P. falciparum growth in the first generation, 48 h. P. falciparum luciferase growth in erythrocytes, 48 h. Potency, µM (doses to about 28.7 µM), for inactives: at the highest dose activity change, negative = inhibition, most hits filed as inhibitors. 310,000 tested, 5.9% active; note: potency is the fitted concentration of half-maximal effect; % is set by controls: 0 for no effect and ±100 for the full control effect
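Cell-based growth assay: transgenic P. falciparum expressing firefly luciferase, cultured in red cells within RPMI 1640 containing 0.5% w/v Albumax, 24 mM bicarbonate and gentamycin. A drop in luciferase activity indicates inhibition.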
CHX counter – counter-screen hit for Shiga toxin inhibitors, cycloheximide. max response, %. AID 2314. cell reporter, cycloheximide protein synthesis inhibition counterscreen. 300,000 tested, 12% active; in the data active = max response mostly above about 13%, no sharp cut-off; inactive = mostly below about 14%; note: read at 38.3 µM for the half of the compounds with a filed dose; 0% is about no effect
AmpC no deterg – inhibitors of E. coli AmpC beta-lactamase without detergent | AmpC nitrocefin hydrolysis, absorbance 480 nm, 0.0001% Triton | Potency, µM (doses to about 57.1 µM), for inactives: at the highest dose activity change, negative = inhibition, usual class: inhibitors | 330,000 tested, 0.52% active | AID 485341;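 note: potency is the fitted concentration of half-maximal effect; plate controls were no compound for no effect and no enzyme for full effect; nearly all actives have a fitted effect of over 20% in size; some results filed as inactive show a strong effect at the top dose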
Target sequence (P00811 whole entry, looked up): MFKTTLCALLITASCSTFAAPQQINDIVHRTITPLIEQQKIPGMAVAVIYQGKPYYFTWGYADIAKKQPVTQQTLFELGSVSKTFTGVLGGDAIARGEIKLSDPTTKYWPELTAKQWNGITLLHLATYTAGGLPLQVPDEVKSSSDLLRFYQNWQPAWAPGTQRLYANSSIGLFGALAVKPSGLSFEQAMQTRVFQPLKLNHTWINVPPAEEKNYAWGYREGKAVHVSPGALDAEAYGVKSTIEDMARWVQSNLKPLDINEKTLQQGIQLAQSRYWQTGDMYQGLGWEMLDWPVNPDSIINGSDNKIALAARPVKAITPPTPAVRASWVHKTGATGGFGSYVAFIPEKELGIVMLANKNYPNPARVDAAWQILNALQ
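20 mM phosphate pH 7.0 + 0.01% (detergent screen) or 0.0001% Triton X-100; 5.3 nM AmpC reagent; cpd preinc 15 min RT; nitrocefin (800 uM stock) to start; A480 q20 s × 4 min; Activity was normalised to no-enzyme and no-compound control wells.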
An asterisk follows results filed as active; u = inconclusive; x = not tested or not shown; & = joins results of further samples; [ ] = remark or other dose. Unless noted, calls come from the whole dose curve; as a rule, active = well fitted curve in the direction sought with a large enough effect; inconclusive = small, poorly fitted or top-dose-only effect, or another doubt; inactive = no such curve, though single readings can be large; an effect the other way counts as inactive or inconclusive.

entry	SMILES	LmPK inh	AmpC no deterg	Pf growth 48h	Tb PYK inh	Shiga inhibitor	CHX counter	Pf growth 96h
1	CCc1ccc(CN2CCCC(CCC(=O)N3CCN(c4ccccn4)CC3)C2)o1 (stereo not given)	8%	18%	-15%	1%	18	-1	u
2	O=C(Nc1nnc(C2CC2)s1)c1cccnc1Oc1ccc(Cl)cc1	1%	-2%	45%[activator]	0%	19	2	23%
3	COC(=O)c1cc(S(=O)(=O)NCC2CCN(Cc3cccc(Cl)c3)CC2)c[nH]1	-1%	-25%	1%	2%	-1	-3	u
4	CN(C)/C=C/C(=O)c1ccc(OCCN(C)c2ccccn2)cc1	4%	-3%	12%[0.00184 µM]	2%	-3	-3	-18%
5	COc1ccc(OC)c(C2(O)CSC(=Nc3cccnc3)N2Cc2ccco2)c1 (stereo not given)	0%	-3%[2.29 µM]	12µM*	-5%	-2	5	4.7µM*
6	CC(=O)Nc1ccc(S(=O)(=O)N(C)Cc2ccccc2)cc1	4%	-4%	11%	6%	18	-1	54%[activator]
7	C[C@H]1CC[C@@]2(C)[C@@H](CC[C@@H]3[C@@H]2CC[C@]2(C)[C@@H](O)CC[C@@H]32)C1	5%	73%[activator]	5%	-23%	-5	-4	u
8	O=C(COc1ccc(-c2ccccc2)cc1)N/N=C/c1ccccc1Br	2%	-26%	10%	1%	-10	-1	u
9	Cc1ccc(C)c(S(=O)(=O)NCc2ccc(C(=O)N3CCC(Cc4ccccc4)CC3)cc2)c1	2%	12%	-28%	-1%	-13	0	u
10	Cc1nc(-c2ccc(NC(=O)c3ccccc3)cc2)cs1	6%	23%	-26%	u	-9	-4	-6%

Next records
entry	SMILES	LmPK inh	AmpC no deterg	Pf growth 48h	Tb PYK inh	Shiga inhibitor	CHX counter	Pf growth 96h
11	Cc1cc(-c2ccccc2)nc(N(C)N)c1S(C)(=O)=O	-19%	21%	u	-5%	-7	16	28%
12	C/C(CC(=O)Nc1cc(C)ccn1)=N\NC(=O)c1cccc(C)c1O	4%	u	u	1%	69*	26*	-9%
13	COc1ccc(-n2c(COc3ccccc3)n[nH]c2=S)cc1	5%	-23%	-17%	11µM*	x	2	u
14	O=c1[nH]c(CSc2nnc3ccccn23)nc2ccccc12	0%	-17%	24%	-3%	9	-5	5%
15	Cc1ccccc1NS(=O)(=O)c1ccc(C(=O)NCCCN2CCCC2=O)cc1	x	-4%	u	-1%	x	x	1%
16	COc1cc2c(cc1NC(=S)NC(=O)/C=C/c1ccco1)oc1ccccc12	0%	-17%	5%	-18%	-4	2	45%[activator]
17	Cc1cccc(NC(=O)CCC(=O)OCc2ccc(Br)cc2)c1	1%	-15%	7%	-16%	14	-2	u
18	N#C/C(=C\c1cn(Cc2ccccc2C#N)c2ccccc12)C(=O)NCc1cccs1	2%	-8%	u	x	-17	-2	u
19	CCN(CC(=O)NC)S(=O)(=O)c1ccc(C)cc1	-2%	1%	1%	-13%	1	-2	x
20	CC(=O)Nc1cccc(/C(C)=N/NC(=O)c2ccc(O)cc2)c1	-2%	-26%	21%	-4%	52	31*	34%

The list goes on.
entry	SMILES	LmPK inh	AmpC no deterg	Pf growth 48h	Tb PYK inh	Shiga inhibitor	CHX counter	Pf growth 96h
21	CC(C)c1nc2cc(C(=O)NC(c3cccnc3)C(F)(F)F)ccc2o1 (stereo not given)	-8%	21%	10%	-7%	24	18*	u
22	O=C(COC(=O)c1ccccc1O)Nc1cc([N+](=O)[O-])ccc1Cl	5%	-2%	32%[activator]	-2%	-10	-3	14%
23	CS(=O)(=O)N(CC(=O)NC1CCCC1)c1cccc(F)c1	-12%	-19%	-5%	2%	-19	3	x
24	Cc1cc(C)cc(NC(=O)c2snc3c(=O)[nH]cnc23)c1	0%	-7%	x	x	-9	-5	u
25	COCCCNC(=O)Cc1c(C)c2cc3c(cc2oc1=O)OC(C)(C)CC3	2%	34%	-13%[0.00184 µM]	0%	20	2	-9%
26	N#Cc1cc(-c2ccc(Cl)cc2)cnc1Sc1ccc(F)cc1	2%	-7%	u	0%	6	-2	-3%
27	Cn1cnnc1SCc1ccc(C(=O)O)cc1	-8%	1%	0%	-15%	-18	-5	21%
28	Cc1cc(S(=O)(=O)Nc2ccc(N(C)C)cc2)c(C)s1	-1%	-57%	x	0%	22	9	45%[activator]
29	CC(=O)n1cc(N(C(=O)CCl)c2ccc([N+](=O)[O-])cc2)c2ccccc21	4%	28%	3.7µM*	-3%	-6	-2	u
30	O=C(NCC1CCCO1)c1sc2cc(Cl)ccc2c1Cl (stereo not given)	-8%	39%	128%[activator]	-4%	76*	54*	u

Going on with the list:
entry	SMILES	LmPK inh	AmpC no deterg	Pf growth 48h	Tb PYK inh	Shiga inhibitor	CHX counter	Pf growth 96h
31	COc1ccc(Cc2nnc(SCC(=O)Nc3ccccc3)[nH]c2=O)cc1	x	-5%	-19%	-2%	x	x	16%
32	O=C(COc1ccc(Br)cc1)N(Cc1ccco1)C1CCS(=O)(=O)C1 (stereo not given)	0%	21%	-6%	-16%	-5	-2	u
33	CCOC(=O)c1ccc(NC(=O)C2C3CCC(C3)C2C(=O)O)cc1 (stereo not given)	10%	-22%	62%[activator]	33%	28	20	x
34	CCCCOc1ccc(C(=O)NCC(=O)NCC(c2ccc(OC)cc2)N2CCOCC2)cc1 (stereo not given)	x	268%[activator]	-16%	3%	x	x	u
35	O=C(C1CCCCC1)N1CCCn2c1nc1ccccc12	-3%	1%	u	6%	-6	-1	u
36	O=C1CCC([N+](=O)[O-])C(c2cccc(Cl)c2Cl)N1 (stereo not given)	-6%	-12%	x	2%	4	-4	-12%
37	Cc1cc(NS(=O)(=O)c2ccc(NC(=O)c3ccco3)cc2)no1	-1%	-15%	18%	2%	-10	-1	17%
38	CCN1C(=O)C(CC(=O)Nc2ccccc2)S/C1=N\c1ccccn1 (stereo not given)	-14%	-6%	43%[activator]	5%	-11	-5	22%
39	O=C(CSc1nnc(-c2ccc(S(=O)(=O)N3CCCC3)cc2)o1)NCc1ccco1	0%	-26%	u	-3%	18	-4	x
40	O=C(N/N=C/c1c(O)n(C2CCCCC2)c(=S)[nH]c1=O)c1ccccc1	-5%	-30%	0%	-2%	48*	22	0%

(next part)
entry	SMILES	LmPK inh	AmpC no deterg	Pf growth 48h	Tb PYK inh	Shiga inhibitor	CHX counter	Pf growth 96h
41	CC1(C)CC(=O)C(CC(=O)NC2CCCc3ccccc32)C(=O)C1 (stereo not given)	1%	-45%	-3%	1%	16	-2	13%
42	N#Cc1nc(Cc2ccccc2)oc1NCCCn1ccnc1	4%	1%	u	-3%	3	10	1%
43	CC1Cc2ccccc2N1C(=O)CSc1nnnn1-c1ccc2c(c1)OCCO2 (stereo not given)	7%	-33%	u	-1%	27	12	u
44	Cc1ccc(C2=NOC(C)(c3nnc(-c4ccc(F)cc4)o3)C2)cc1 (stereo not given)	11%	52%	59%[activator]	-2%	4	-4	28%
45	N#Cc1ccc(/C=N/NC(=O)c2cccc(S(=O)(=O)N3CCOCC3)c2)cc1	4%	-24%	1%	4%	-7	8	-2%
46	CCCCN(C(=O)CSc1nncn1-c1ccccc1)c1c(N)n(Cc2ccccc2)c(=O)[nH]c1=O	-1%	302%[activator]	8%	-2%	-5	-2	0%
47	COc1ccc(CN(C)C(=O)C23CC4CC(CC(C4)C2)C3)c(OC)c1	3%	27%	u	-3%	-4	-3	-26%
48	CN(C)c1cc(C(F)(F)F)nc(-c2ccccn2)n1	-1%	-14%	-9%	0%	-13	9	32%[activator]
49	CNS(=O)(=O)c1ccc2nc(NC(=O)c3ccc(N4C(=O)CCC4=O)cc3)sc2c1	u	-12%	u	u	-1	-4	3.7µM*
50	COc1ccc(Nc2nc(N)nc(COc3ccc(OC)cc3)n2)cc1	1%	-46%	0%	0%	1	-2	40%[activator]

Further structures
entry	SMILES	LmPK inh	AmpC no deterg	Pf growth 48h	Tb PYK inh	Shiga inhibitor	CHX counter	Pf growth 96h
51	Cc1ccc(/C=C/C(=O)NCCCN2CCN(CCCNC(=O)/C=C/c3ccc(C)cc3)CC2)cc1	1%	-29%	-3%	-9%	13	-5	66%[activator]
52	C[n+]1cccc(CNC(=O)/C=N/O)c1	-4%	-9%	23%	-7%	-6	-3	45%[activator]
53	O=c1c2ccccc2nc(-c2ccccc2)n1-c1cccc(O)c1	-4%	-35%	-4%	-4%	-9	-3	19%
54	CCn1cc(C(=O)N2CCN(c3ccccc3OC)CC2)c2cc(OC)c(OC)cc2c1=O	2%	62%[activator]	-6%	-1%&0%	-3	-3	18%
55	COc1ccccc1NC(=O)N1CCC(C(=O)c2ccc(F)cc2)CC1	10%	-18%	-13%	-4%	-16	-2	-9%
56	Cc1ccc(/C=N/NC(=O)CNC(=O)c2ccc(S(=O)(=O)N3CCCC3)cc2)o1	0%	-12%	15%[5.75 µM]	0%	-2	-2	58%[5.75 µM]
57	NC(=O)N/N=C1\CCS(=O)(=O)c2ccc(F)cc21	1%	-6%	12%	-2%	-5	6	16%
58	Cc1ccc(S(=O)(=O)N2[C@@H](c3cccc(Cl)c3)C(C(=O)O)=CC[C@H]2c2cccc(Cl)c2)cc1	x	-28%	u	-1%	x	x	36%[activator]
59	Cc1ccc(C)n1-c1sc2c(c1C(=O)O)CCCC2	6%	-44%	-9%	-3%	-2	-1	u
60	COc1ccc(OC(C)C(=O)N(C)Cc2nc(-c3ccc(C)cc3)no2)cc1 (stereo not given)	-7%	50%	2%	1%	-7	7	u

By substructure, those above with a nitro group on carbon (3)
entry	SMILES	LmPK inh	AmpC no deterg	Pf growth 48h	Tb PYK inh	Shiga inhibitor	CHX counter	Pf growth 96h
22	O=C(COC(=O)c1ccccc1O)Nc1cc([N+](=O)[O-])ccc1Cl	5%	-2%	32%[activator]	-2%	-10	-3	14%
29	CC(=O)n1cc(N(C(=O)CCl)c2ccc([N+](=O)[O-])cc2)c2ccccc21	4%	28%	3.7µM*	-3%	-6	-2	u
36	O=C1CCC([N+](=O)[O-])C(c2cccc(Cl)c2Cl)N1 (stereo not given)	-6%	-12%	x	2%	4	-4	-12%

(further entries)
entry	SMILES	LmPK inh	AmpC no deterg	Pf growth 48h	Tb PYK inh	Shiga inhibitor	CHX counter	Pf growth 96h
61	CCOc1ccc(C(C)NC(=S)NC2CCCCC2)cc1 (stereo not given)	2%	-24%	u	-4%	35	-2	u
62	O=[N+]([O-])c1ccc(Nc2ccc(F)cc2)cc1	3%	-27%	-6%	-5%	5	-3	8%
63	COc1cccc(OC)c1C(=O)NN1CCCCC1	1%	1%	u	-6%	-3	-2	-13%
64	CN1C(=O)OC(C)(C)C1=O	x	x	-9%[12.8 µM]	-2%[33.2 µM]	x	x	-22%[12.8 µM]
65	S=C(Nc1ccc2nc(-c3ccccn3)c(-c3ccccn3)nc2c1)N1CCOCC1	-5%	1%	4%	0%	-17	-1	-1%
66	O=C(O)CCC(=O)N1CCc2cc(S(=O)(=O)N(CCc3ccccc3)Cc3ccccc3)ccc21	9%	-7%	u	-9%	-13	-4	x

High-throughput results from PubChem.
